Dengue-2 NS5 capping: Dengue-2 NS5 methyltransferase inhibitors, primary screen, biochemical, confirmation dose response (AID 588689); Genome polyprotein (Dengue virus type 2 (strain 16681-PDK53)); Dengue-2 NS5 methyltransferase capping enzyme assay, biochemical; higher % means a stronger effect; hit rate 0.3% among 340,000; inhibition, % at 25 µM; hits with a dose series show IC50 in µM; in the data active means a potency from the dose series; inconclusive means inhibition above about 29% without an active follow-up result
Dengue-2 NS5 capping pilot replicate: further read-out of Dengue-2 NS5 capping, marked with its call; inhibition, %; measured here: pilot screen replicate inhibition
* hit, by the source's call; ? = inconclusive. These rows are one share of the data (hit frequency here may not be typical).

SMILES	Dengue-2 NS5 capping	others
Cc1ccc(-c2noc(CC(=O)c3ccc([N+](=O)[O-])cc3)n2)cc1	2.3%
C=CCN1[C@@H](Cc2ccccc2)COCCS1(=O)=O	0.4%
CN(CC(=O)Nc1cccc(F)c1)C(=O)c1ccc(OCc2cn3ccccc3n2)cc1	6.6%
O=C(CSc1nccn(-c2ccc(Br)cc2)c1=O)Nc1ccccc1F	1.4%
Cc1cc(C(=O)OCC(=O)N(C)c2ccccc2)c(C)o1	-2.2%
CC1(C)CCCC2(C)C(OCCO)=CC(=O)C=C12 (stereo unspecified)	-5.2%
C=CCNC(=S)N/N=C/c1ccc(-c2ccc(Cl)cc2Cl)o1	-9.9%
CCOC(=O)[C@H]1[C@H]2COc3ccc(C)cc3[C@@H]2N2C(=O)CN(Cc3ccc(C)cc3)C(=O)[C@@]12C	-3.1%
O=C(NCCS(=O)(=O)N1CCC2(CC1)OCCO2)c1ccc(F)cc1	-3.7%
COc1ccc(-c2ccc(N)cn2)cn1	-1.6%
Cn1c(CCNC(=O)c2ccco2)nc2ccccc21	0.0%
O=C(O)c1c[nH]n2c(=S)ncnc12	0.6%
O=C(c1nc[nH]c1C(=O)N1CCc2ccccc2C1)N1CCc2ccccc2C1	1.4%
CN(CC(=O)Nc1cc(Cl)ccc1-n1cncn1)Cc1ccccc1N1CCOCC1	4.6%
CC/C(=C\c1ccc(Cl)cc1)c1ccncc1	-4.3%
O=C(Nc1ccc(Cl)c(Cl)c1)c1ccccc1	0.7%
O=S(=O)(c1ccc(F)cc1)N1CCN(C(=S)NCC2CCCO2)CC1 (stereo unspecified)	-3.6%
Cc1csc(=O)n1CCC(=O)OCC(=O)NCc1ccc(Cl)cc1Cl	-13.0%
CC1CCCC(NC(=O)COC(=O)c2cc(=O)[nH]c3ccccc23)C1C (stereo unspecified)	1.5%
O=C(NCCc1ccccc1)c1c[nH]c2ccc(F)cc2c1=O	-2.3%

Molecules shown so far containing sulfur, in the order listed:
SMILES	Dengue-2 NS5 capping	others
C=CCN1[C@@H](Cc2ccccc2)COCCS1(=O)=O	0.4%
O=C(CSc1nccn(-c2ccc(Br)cc2)c1=O)Nc1ccccc1F	1.4%
C=CCNC(=S)N/N=C/c1ccc(-c2ccc(Cl)cc2Cl)o1	-9.9%
O=C(NCCS(=O)(=O)N1CCC2(CC1)OCCO2)c1ccc(F)cc1	-3.7%
O=C(O)c1c[nH]n2c(=S)ncnc12	0.6%
O=S(=O)(c1ccc(F)cc1)N1CCN(C(=S)NCC2CCCO2)CC1 (stereo unspecified)	-3.6%
Cc1csc(=O)n1CCC(=O)OCC(=O)NCc1ccc(Cl)cc1Cl	-13.0%

The list goes on:
SMILES	Dengue-2 NS5 capping	others
CC(C)(C)C1CCC(CN2CCC(CN3C(=O)C(=O)NC[C@@H]3Cc3ccccc3)CC2)CC1 (stereo partly specified)	2.6%	Dengue-2 NS5 capping pilot replicate=3.1
Cc1ccc(NC(=O)CCC(=O)c2ccc(Cl)s2)nc1	1.5%
O=C(CN1CCCCC1)NCC(=O)Nc1ccc(F)c(F)c1F	2.2%
Cc1ccc(CSC2=NCCN2S(=O)(=O)c2ccc(C)cc2)cc1	-2.2%
C#CCOCCOCCOCCNc1nc(N2CCOCC2)nc(N2CCN(C(=O)CCCCCCCCCCNC(=O)[C@@H]([C@H](C)CC)n3cc(CCCCCN)nn3)CC2)n1	-3.2%
CCC(C)(C)C1CCc2[nH]nc(C(=O)NC(C)C)c2C1 (stereo unspecified)	-3.2%
CC(C)CN(CC(C)C)c1nn[nH]n1	1.6%
COc1cccc(CNC(=O)COC(=O)/C(C#N)=C/c2ccc(N(C)C)cc2)c1	?
O=C(COC(=O)c1ccc([N+](=O)[O-])o1)NCCc1ccccc1	0.7%
COc1ccc([N+](=O)[O-])cc1NC(=O)C(C)OC(=O)CN1C(=O)C2CC=CCC2C1=O (stereo unspecified)	-7.2%
COc1ccccc1CNC(=O)COC(=O)c1cccc(-n2cnnn2)c1	-2.2%
CC(=O)c1c(C)[nH]c(C(=O)COC(=O)c2ccc(C)s2)c1C	4.0%
CCN(c1ccccc1)S(=O)(=O)c1ccc(C(=O)Nc2cccc(NC(C)=O)c2)cc1	6.6%
O=C(O)Cc1sc(Nc2cccc3ccccc23)nc1-c1ccccc1	5.3%
CC(OC(=O)Nc1ccccc1)C(=O)OC1CCCCC1 (stereo unspecified)	-3.2%
CC(C)NC(=O)N(C)C[C@H]1Oc2ccc(NC(=O)Cc3ccccc3)cc2C(=O)N([C@H](C)CO)C[C@@H]1C	-4.6%
Cc1ccc(S(=O)(=O)N(C)C)cc1NC(=O)C1CCN(C(=O)Nc2ccccc2)CC1	-5.8%
NC(=O)c1ccsc1NC(=O)CCS(=O)(=O)c1ccc(F)cc1	1.4%
C[C@@H]1CN([C@@H](C)CO)C(=O)c2ccccc2-c2ccccc2CO[C@@H]1CN(C)S(=O)(=O)c1ccc(C(F)(F)F)cc1	-6.1%
CCN(CC(=O)Nc1ccc2c(c1)OCCO2)C(=O)COc1cc(C)ccc1Cl	-8.8%
COc1ccc2sc(-c3ccc(N(C)C)cc3)c(-c3cnc(OC)nc3)c2c1	0.8%
COc1ccc2oc(C(=O)OC(C)C(=O)NCc3ccccc3)c(C)c2c1 (stereo unspecified)	-1.5%
CCCCn1c(N)c(N(CC)C(=O)c2cccc(OCc3ccccc3)c2)c(=O)[nH]c1=O	1.1%
CC(C)(C)NC(=O)C1(N2C(=O)c3ccccc3C2=O)CCCC1	7.2%
CC(C)(C)OC(=O)C[C@@H]1C/C=C\C[C@@H](CC(=O)N(CCO)Cc2ccccc2)C(=O)N[C@H](C(C)(C)C)COC1=O	-0.8%
CCCN(CC(=O)Nc1ccc(F)c(F)c1F)C(=O)CCc1nc2ccccc2c(=O)[nH]1	-3.0%
Cc1ccc(C(C)NC(=O)c2cccnc2)cc1 (stereo unspecified)	4.6%
CNC(C)C(=O)NC(C(=O)N1CCCC1C(=O)NC1CCCc2ccccc21)C(C)C (stereo unspecified)	-4.8%
COc1ccc(C(=O)COC(=O)CN2C(=O)C3CC=CCC3C2=O)c(OC)c1 (stereo unspecified)	1.5%
CC(C)(C)c1ccccc1NC(=O)CN1C(=O)NC2(CCCCCC2)C1=O	3.7%
O=C1CC(c2ccc(Cl)cc2)Oc2ccc(Cl)cc21 (stereo unspecified)	-0.8%
CCNC(=O)N(C)C[C@H]1N[C@@](Cc2ccccc2)(C(=O)OC)[C@H]2C(=O)N(C)C(=O)[C@@H]12	-1.6%	Dengue-2 NS5 capping pilot replicate=-4.5
Oc1cc(NCCc2cccnc2)cc2cccnc12	18.2%
CN(Cc1ccccc1F)C(=O)CN1c2cccc3cccc(c23)S1(=O)=O	2.9%
CC1CC(C)CN(S(=O)(=O)c2cccc(C(=O)N3CCN(c4ccc(F)cc4)CC3)c2)C1 (stereo unspecified)	-0.7%
CCOc1ccc(NC(=O)c2ccc(NC(=O)c3ccccc3Br)cc2)cc1	-7.3%
CCN1C[C@@H]2[C@@H]3C(=O)N(Cc4ccccc4)C(=O)[C@@H]3[C@](Cc3ccccc3)(C1=O)N2C(=O)c1ccc(C(F)(F)F)cc1	-3.5%
COc1ccc(CCNC(=O)COC(=O)c2ccc(C)s2)cc1OC	-9.2%
CCOC(=O)c1c(C)[nH]c(C(=O)COC(=O)CNS(=O)(=O)c2ccc(C)cc2)c1C	0.0%
O=S(=O)(c1ccc(NCCOc2ccccc2)nc1)N1CCCC1	-4.4%
COc1ccc(S(=O)(=O)Nc2ccc(C)c(S(=O)(=O)N3CCOCC3)c2)cc1[N+](=O)[O-]	0.7%
Cc1ccsc1C(=O)OCC(=O)NC1CC1	0.7%
O=C(Cn1cc(C(F)(F)F)ccc1=O)OCC(=O)c1ccc[nH]1	2.7%
CCN(C[C@H]1N[C@@](C)(C(=O)OC)[C@H]2C(=O)N(Cc3ccccc3)C(=O)[C@@H]12)C(=O)c1ccc(F)cc1	-9.6%	Dengue-2 NS5 capping pilot replicate=-5.8
Cc1cc(C)c2c(c1)OC(=O)CC2c1ccc2c(c1)OCO2 (stereo unspecified)	3.6%	Dengue-2 NS5 capping pilot replicate=1.8
O=C(CCc1ccccc1)NC1CCS(=O)(=O)C1 (stereo unspecified)	0.7%
C[C@H]1CN([C@@H](C)CO)C(=O)c2cccc(NC(=O)C3CC3)c2O[C@H]1CN(C)Cc1ccc(-c2ccccc2)cc1	1.6%
COc1ccc(CCNC(=O)c2cccc(-n3cnnn3)c2)cc1	0.4%
CCOC(=O)C1CCCN(C(=O)COC(=O)c2cccs2)C1 (stereo unspecified)	-5.6%
CCOc1ccccc1C(=O)OCC(=O)Nc1nnc(-c2ccccc2)o1	-8.7%
Cn1cccc1C(=O)OCC(=O)NCCc1ccc(S(N)(=O)=O)cc1	2.3%
CC1CCCCC1NC(=O)CSc1nnnn1C (stereo unspecified)	3.6%
CCC1CCc2sc(C(=O)NCC3CCCO3)cc2C1 (stereo unspecified)	5.2%
Cc1ccc2cccc(CC(=O)NN)c2c1	1.7%
O=C(O)C1C2OC3C(OC(=O)C31)C2Br (stereo unspecified)	2.3%
CCN(CC)C(=O)[C@H]1CC(CC(=O)NCCCN(C)C)C(=O)N2CCc3c([nH]c4ccccc34)[C@]12C (stereo partly specified)	0.7%	Dengue-2 NS5 capping pilot replicate=0.6
COC(=O)c1sc(NC(=O)CN2CCN(c3cccc(Cl)c3)CC2)c(C(=O)OC)c1C	-3.5%
O=C(COC(=O)c1c(Cl)cccc1Cl)NCc1cccs1	4.7%
CC1CN(C(=O)c2ccc(Br)c(S(=O)(=O)N3CCOCC3)c2)CC(C)O1 (stereo unspecified)	1.1%
COc1cc2oc(=O)cc(-c3ccc(-c4ccc(C)cc4)cc3)c2c(OC)c1OC	-6.3%	Dengue-2 NS5 capping pilot replicate=1.8

(listing goes on)
SMILES	Dengue-2 NS5 capping	others
O=C(OCc1cn([C@H]2CN(Cc3cccs3)[C@@H](c3ccc(Cl)cc3)C[C@@H]2O)nn1)c1ccccc1	-5.5%
CC/C(=N\N=C(/CC)c1ccccc1N)c1ccccc1N	11.5%
Cc1cc(C)cc(OCC(=O)N(C)CC(=O)Nc2ccc(N3CCOCC3)cc2)c1	2.2%
COc1ccccc1-n1cnnc1SCC(=O)NC1CCCCC1	2.2%
CC(C)(COC(=O)C(c1ccccc1)c1ccccc1)CN1CCOCC1	15.3%
Cc1cccc(NC(=O)CN2CCN(CC(=O)NCc3ccc(Cl)cc3Cl)CC2)c1C	-2.2%
CCCCn1c(N)c(N(Cc2ccccc2OC)C(=O)C(C)Oc2ccc(F)cc2)c(=O)[nH]c1=O (stereo unspecified)	2.9%
CC(NC(=O)COc1ccc(S(=O)(=O)N2CCOCC2)cc1)c1ccccc1 (stereo unspecified)	4.1%
COc1cccc(-n2cc(CN(C)C(=O)C3CCC(=O)N(C4CC4)C3)cn2)c1 (stereo unspecified)	-0.6%
Cc1ccc(OCCOC(=O)CN2C(=O)NC3(CCCC3)C2=O)cc1	-4.3%
CCCCn1c(N)c(N(CCOC)C(=O)C(C)N2C(=O)c3ccccc3C2=O)c(=O)[nH]c1=O (stereo unspecified)	3.6%
O=C(COC(=O)/C=C/c1ccc(F)cc1)NC(=O)NCc1ccccc1	1.1%
CN(C(=O)c1ccc(NC(=O)Cc2ccc([N+](=O)[O-])cc2)cc1)C1CC1	-1.2%
O=C1NC[C@H](CC2CCCCC2)N(CCc2cccc(F)c2)C1=O	-1.4%
COc1ccc(CCNC(=O)c2cc(C3CC3)nc3c2cnn3C(C)C)cc1	3.3%
COCOCCn1cc(CN2CCS(=O)(=O)N(Cc3ccc(-c4ccc(F)nc4)cc3)C(C)C2=O)nn1 (stereo unspecified)	-4.1%
Cc1cccc(C)c1NC(=O)c1ccc(OCc2c(C)noc2C)cc1	1.5%
CC(C)C1C(=O)N(Cc2cn(CCC3OCCCO3)nn2)CCS(=O)(=O)N1Cc1ccc(-c2ccc(Cl)nc2)cc1 (stereo unspecified)	1.6%
COc1ccc(S(=O)(=O)N2CCCCCC2)cc1C(=O)N1CCN(c2ccccc2C)CC1	1.1%
CCOC(=O)c1ccc(S(=O)(=O)N2CCN(C3CC(=O)N(c4ccc(OC)cc4)C3=O)CC2)cc1 (stereo unspecified)	-3.0%

4 records drawn at random from those above:
SMILES	Dengue-2 NS5 capping	others
CC(C)(COC(=O)C(c1ccccc1)c1ccccc1)CN1CCOCC1	15.3%
CC/C(=N\N=C(/CC)c1ccccc1N)c1ccccc1N	11.5%
CC(NC(=O)COc1ccc(S(=O)(=O)N2CCOCC2)cc1)c1ccccc1 (stereo unspecified)	4.1%
Cc1cccc(NC(=O)CN2CCN(CC(=O)NCc3ccc(Cl)cc3Cl)CC2)c1C	-2.2%

The list goes on:
SMILES	Dengue-2 NS5 capping	others
Cc1ccc(CN2CC(C(=O)N3CCN(S(=O)(=O)c4cccc(F)c4)CC3)CC2=O)cc1 (stereo unspecified)	-2.2%
COc1cc(-c2nnc(NC(=O)CS(=O)(=O)c3ccc(C)cc3)o2)cc(OC)c1OC	-7.3%
Cc1ccc(NC(=O)CCc2nc3sc4c(c3c(=O)[nH]2)CCCC4)c(Br)c1	-5.1%
COC(=O)C1CCN(C(=O)C2CC(=O)N(c3ccc(C)c(Cl)c3)C2)CC1 (stereo unspecified)	-5.1%
COc1ccc(NC(=O)N(C)C[C@H]2Oc3ccc(NC(=O)Nc4c(C)noc4C)cc3C(=O)N([C@H](C)CO)C[C@@H]2C)cc1	0.3%	Dengue-2 NS5 capping pilot replicate=-3.3
N#CCCN(C(=S)Nc1ccc(S(=O)(=O)N2CCOCC2)cc1)c1ccccc1F	6.5%
COc1ccc(N2CCN(C(CNC(=O)COc3ccccc3)c3ccco3)CC2)cc1 (stereo unspecified)	-14.5%
O=C(COC(=O)c1ccc2c(c1)OCO2)NC1CCCCC1	5.8%
CC(OC(=O)c1ccc2ncsc2c1)C(=O)Nc1cccc(Cl)c1 (stereo unspecified)	1.5%

Assay outcomes deposited in PubChem BioAssay by Southern Research Specialized Biocontainment Screening Center.
